High-throughput results as filed in PubChem.
Casp6 inh: inhibitors of human caspase-6. P55212. purified caspase-6, Z-VEID-R110 cleavage fluorescence. inhibition, % at 12.5 µM. 0.53% of 350,000 active. AID 686996;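 active = mean inhibition across replicates at least about 35%, with every replicate also reaching that limit, limit read from the data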;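 note: 0% = median of neutral control wells and 100% = no fluorescence left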
Target sequence (P55212 24-179 limits assumed): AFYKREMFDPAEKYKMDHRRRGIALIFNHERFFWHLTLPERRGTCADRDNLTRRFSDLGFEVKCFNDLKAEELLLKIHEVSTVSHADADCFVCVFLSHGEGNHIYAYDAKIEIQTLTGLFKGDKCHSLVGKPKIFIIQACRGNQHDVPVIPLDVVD
Target sequence (P55212 194-293 limits assumed): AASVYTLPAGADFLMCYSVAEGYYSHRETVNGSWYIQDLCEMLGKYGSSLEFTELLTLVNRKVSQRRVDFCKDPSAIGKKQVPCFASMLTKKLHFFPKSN
LGR2 antag: Drosophila LGR2 receptor signaling inhibition; HEK293 LGR2, CRE-luciferase, bursicon-stimulated, 4 h; inhibition, % at 9.99 µM; AID 720647; 0.35% of 380,000 active;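 active = drop in luminescence signal, shown as inhibition above about 50% in the replicate tests, limit read from the data, passing the limit was not always enough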;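 note: agonist challenge used bursicon conditioned medium at about half maximal strength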
S100A4 inh HTS: S100A4-myosin IIA interaction inhibition. inhibition, % at 10.7 µM. S100A4/TAMRA-MyoIIA peptide fluorescence polarization. 0.14% of 360,000 active;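 active = mean inhibition of at least 70% across replicates, with every replicate also reaching that level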
Target sequence (P26447 whole entry, looked up): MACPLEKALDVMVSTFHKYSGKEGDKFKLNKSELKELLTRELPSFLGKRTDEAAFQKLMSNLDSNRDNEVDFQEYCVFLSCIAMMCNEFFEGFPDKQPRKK
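Material: S100A4 monomer protein / Buffer or medium: 50 mM HEPES pH 7.2, 10 mM CaCl2, 100 mM KCl / Times: 5 min incubation before reading / Benchmarks: neutral control DMSO, positive control TFP / Reagent: labelled myosin peptide probe, 5 nM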
esBAF inh: blocks esBAF chromatin remodeling in mouse ES cells | Bmi1-luciferase knock-in reporter, 24 h; 100% = twice the neutral-well signal | reporter increase, % at 12.5 µM | 2% of 350,000 active; in the data active = activation above about 40%;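 note: 0% = median of the plate's neutral control wells and 100% = double that signal; a rise in the Bmi1 reporter signal indicates esBAF inhibition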
SIRT5 inh: inhibitors of human sirtuin-5 desuccinylase | Purified SirT5, succinyl-peptide AMC, trypsin-coupled fluorescence | inhibition, % at 15 µM | 1.1% of 330,000 active | AID 652115; in the data active = inhibition above about 15%
Target sequence (Q9NXA8 whole entry, looked up): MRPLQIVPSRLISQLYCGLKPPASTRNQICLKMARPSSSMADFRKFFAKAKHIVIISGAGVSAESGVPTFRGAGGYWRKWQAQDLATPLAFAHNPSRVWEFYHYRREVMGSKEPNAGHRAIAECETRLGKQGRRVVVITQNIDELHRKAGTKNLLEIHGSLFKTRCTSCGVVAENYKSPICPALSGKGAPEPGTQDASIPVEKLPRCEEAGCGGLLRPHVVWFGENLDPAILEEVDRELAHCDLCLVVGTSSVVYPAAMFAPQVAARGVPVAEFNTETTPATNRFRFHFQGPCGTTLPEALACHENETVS
Statin myotox sup: suppression of simvastatin myotoxicity; C2C12 myotubes + simvastatin, ATP luminescence, 48 h; scaled: DMSO 0, geranylgeraniol control 100; rescue of ATP level, % at 7.49 µM; 0.78% of 330,000 active; AID 602340;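 active = mean ATP rescue above about 67%, or every replicate alone reaching that limit, limit read from the data, passing the limit was not always enough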;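 note: myotubes were challenged with 10 µM simvastatin during compound exposure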
FN deposit inh: fibronectin deposition inhibition; AID 743247; AH1F fibroblasts, Alexa488-fibronectin deposition fluorescence, overnight; 0.086% of 350,000 active; inhibition, % at 12.6 µM;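 active = mean inhibition across replicates of 30% or more, regardless of how many single replicates reach that level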;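 note: positive control wells lacked labelled fibronectin entirely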
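Schedule: 1 h cell adhesion before compound, then overnight fibronectin incubation; test system: AH1F fibroblast monolayer depositing Alexa488-labelled fibronectin into matrix; quantity: 10000 AH1F cells per well; probe or stimulus: fluorescent fibronectin at 24 nM final; signal: fluorescence, ex 485 nm, em 525 nm; evaluation: percent inhibition as loss of matrix-bound fibronectin fluorescence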
The depositor's hits bear a star; · = no result given. These rows are one share of the data. The share of hits here may be higher or lower than overall.

nr	compound	Casp6 inh	LGR2 antag	S100A4 inh HTS	esBAF inh
1	C[C@@H]1CN([C@H](C)CO)C(=O)c2cccc(NC(=O)Nc3ccc(F)cc3)c2O[C@@H]1CN(C)S(=O)(=O)c1ccc(F)cc1	·	-14	-39	2
2	COc1cc2c(cc1NC(=O)C(C)OC(=O)c1ccc(S(=O)(=O)Nc3ccccc3Cl)cc1)oc1ccccc12 (stereo not given)	6	-6	0	·
3	c1ccc(-c2cncn2-c2ccccc2)cc1	0	-40	-6	12
4	S=C(Nc1ccc2nc(-c3ccccn3)c(-c3ccccn3)nc2c1)N1CCOCC1	13	38	-4	·
5	O=c1c2ccccc2n2c(=S)[nH]nc2n1-c1ccccc1	2	4	-22	-8
6	O=C(CCc1ccccc1Cl)Nc1cc2c(cc1C(=O)O)OCCCO2	-3	-11	1	-1
7	COc1ccc(NC(=O)CSc2nc(=O)n(CCN3CCOCC3)c3c2CCCC3)c(OC)c1	-2	0	2	-1
8	O=C1COc2cc(ccc2[N+](=O)[O-])Oc2ccc(cc2Cl)C(=O)CCCCO1	2	5	1	-2
9	COc1ccccc1NS(=O)(=O)NC(=O)c1c(C)[nH]c2ccccc12	-6	-4	7	9
10	COc1cccc2cc(C(C)N(CCCN3CCOCC3)C(=S)Nc3ccc(C)cc3)oc12 (stereo not given)	-1	3	-2	-10
11	Cc1cc([N+](=O)[O-])nn1Cc1ccc(C(=O)N/N=C/c2ccc(F)cc2)cc1	2	·	-3	·
12	CC(=O)Nc1ccc(C(=O)COC(=O)CCc2ccccc2)c(F)c1	0	-4	-1	6

nr	SIRT5 inh	Statin myotox sup	FN deposit inh
1	-3	38	·
2	-2	·	-14
3	-1	-4	2
4	-2	·	-7
5	4	12	1
6	-1	21	9
7	-1	4	13
8	18*	0	-8
9	-1	-1	-14
10	1	-2	1
11	-2	·	-1
12	1	3	1

Other entries.
nr	compound	Casp6 inh	LGR2 antag	S100A4 inh HTS	esBAF inh
13	Cc1noc(C)c1S(=O)(=O)Nc1ccc2c(c1)C(=O)N([C@@H](C)CO)C[C@@H](C)[C@H](CN(C)C(=O)c1ccncc1)OCCCC[C@@H](C)O2	0	16	9	12
14	O=C(c1ccco1)N1CCN(C(=O)c2cnn(-c3cccc(F)c3)c2C2CCNCC2)CC1	-3	13	1	12
15	Cc1cccc(C)c1NC(=O)Cn1nc(-c2ccc(Cl)s2)ccc1=O	5	9	1	-5
16	C[C@H](CO)N1C[C@H](C)[C@@H](CN(C)C(=O)CCCN(C)C)OCCCC[C@H](C)Oc2ccc(NC(=O)CCC(F)(F)F)cc2C1=O	3	3	-8	1
17	O=C(O)CN1C(=O)CCS(=O)c2ccccc21 (stereo not given)	0	-4	-1	8
18	CC(C)(CNC(=O)c1ccc(-c2ccccc2Cl)o1)N1CCOCC1	-49	-72	6	71*
19	CCCCOCC1CN(CCCC)S(=O)(=O)c2c(cccc2N2CCCC2)O1 (stereo not given)	-1	12	4	·
20	CC(=O)Nc1ccc2c(c1)C(=O)N(C)[C@@H]1CC[C@@H](CC(=O)NCc3ccc(Cl)cc3)O[C@@H]1CO2	-1	-13	-1	4
21	O=C(CC(F)(F)F)N1C[C@@H]2[C@H](c3ccccc31)[C@H](CO)N2C(=O)C1CCCC1	2	10	-9	1
22	CCOC(=O)C1(Cc2ccccc2)CCCN(C2CCCC2)C1 (stereo not given)	-1	-31	-6	·
23	Cc1ccc(CS(=O)(=O)Cc2ccc(C(=O)NC3CC3)o2)cc1	1	27	17	-1
24	O=S(=O)(N[C@H]1CC[C@@H](CCn2cc(C3(O)CCCC3)nn2)O[C@H]1CO)c1ccccc1	-4	-19	-3	-2

nr	SIRT5 inh	Statin myotox sup	FN deposit inh
13	10	·	·
14	-4	18	-13
15	-1	-4	12
16	-28	16	·
17	·	-2	-5
18	1	-36	1
19	·	·	-7
20	·	-79	-25
21	·	-4	4
22	-4	·	-16
23	2	0	3
24	-1	-6	·

(further entries)
nr	compound	Casp6 inh	LGR2 antag	S100A4 inh HTS	esBAF inh
25	Cc1ccc(-n2c(O)c(C=NC3CCS(=O)(=O)C3)c3ccccc3c2=O)cc1 (stereo not given)	·	5	·	0
26	COc1ccccc1NS(=O)(=O)c1ccc(O)c(C(=O)OCC(=O)N2c3ccccc3CC2C)c1 (stereo not given)	1	7	-3	-1
27	CCCn1c(N)c(N(CCOC)C(=O)Cc2ccc(S(=O)(=O)N3CCOCC3)s2)c(=O)[nH]c1=O	6	-9	-2	-2
28	CN(CCc1ccccn1)C(=O)c1cccnc1Oc1ccc(Cl)cc1	-2	7	-2	-6
29	O=C1c2ccccc2C(=O)N1CCc1nc(-c2ccc(Cl)cc2)no1	·	·	·	2
30	Cc1n[nH]c(C)c1Sc1ccccc1N	-1	-2	0	·
31	O=C(c1cc(-c2cccnc2)nc2ccccc12)N1CCN(S(=O)(=O)c2cccs2)CC1	3	-2	13	12
32	CCOC(=O)c1ccccc1C(=O)N1CCOCCOCCOCC1	0	-4	3	·
33	CC1CCC(NC(=O)CNC(=O)c2cccs2)CC1 (stereo not given)	7	-18	-44	24
34	CCCN1CCC(NCC(C)c2ccccc2)CC1 (stereo not given)	-27	-2	0	-8
35	CCC1CCCCN1CCCn1c(=S)[nH]c2ccccc2c1=O (stereo not given)	·	-15	·	2
36	CN(CCc1ccccn1)S(=O)(=O)c1ccccc1F	·	·	·	-5

nr	SIRT5 inh	Statin myotox sup	FN deposit inh
25	·	-8	3
26	0	19	5
27	3	12	1
28	1	4	-1
29	·	-1	-4
30	0	·	1
31	3	11	0
32	-1	·	-18
33	0	5	-12
34	-20	3	0
35	·	21	·
36	·	-5	0

Following part:
nr	compound	Casp6 inh	LGR2 antag	S100A4 inh HTS	esBAF inh
37	CCOc1cc(/C=C\c2nc(O)c([N+](=O)[O-])c(=O)[nH]2)ccc1OC(C)C	1	3	-1	-4
38	CCC(Oc1ccccc1)C(=O)NC1CCSC1=O (stereo not given)	1	-7	0	·
39	NC(=O)c1ccccc1NC(=O)C1CCCO1 (stereo not given)	1	0	2	-3
40	CCOC(=O)N1CCN(C(=O)c2cc(OC)cc(OC)c2)CC1	·	12	·	9
41	O=C1COc2ccc(C(=O)COC(=O)Cc3c(F)cccc3Cl)cc2N1	12	10	-1	4
42	O=C1CC(C(=O)Nc2ccc(F)cc2)n2cnnc2N1 (stereo not given)	1	22	3	·
43	Cc1ccc(C(=O)OCC(=O)Nc2ccc(C)c(S(=O)(=O)N3CCCCC3)c2)o1	3	5	-1	-9
44	CCOC(=O)c1c(NC(=O)c2ccc(S(=O)(=O)N(C)CC3CCCO3)cc2)sc2c1CC(C)(C)NC2(C)C (stereo not given)	10	-11	5	0
45	Cc1ccc(C)c(NC(=O)[C@@H]2CCCN2S(=O)(=O)c2ccccc2F)c1	-1	-3	-5	17
46	O=C(CSc1nc2nc3c(cc2c(=O)n1-c1ccccc1)CCCC3)Nc1cccc2ccccc12	2	3	5	·
47	O=C(C[C@H]1C=C[C@@H](NC(=O)C2CCC2)[C@H](CO)O1)NCC1CC1	1	-6	10	0
48	CC1c2cc3c(cc2CCN1C(=O)c1ccc(C(F)(F)F)cc1)OCCCO3 (stereo not given)	·	20	0	-5

nr	SIRT5 inh	Statin myotox sup	FN deposit inh
37	15	-4	-4
38	0	·	4
39	-4	-13	2
40	·	8	·
41	-2	3	-1
42	-3	·	-5
43	·	10	-6
44	-3	23	8
45	-3	7	8
46	-2	·	-10
47	1	-1	-2
48	-4	-23	-16

By substructure: the compounds so far containing a thiophene ring, fused or not
nr	compound	Casp6 inh	LGR2 antag	S100A4 inh HTS	esBAF inh
15	Cc1cccc(C)c1NC(=O)Cn1nc(-c2ccc(Cl)s2)ccc1=O	5	9	1	-5
27	CCCn1c(N)c(N(CCOC)C(=O)Cc2ccc(S(=O)(=O)N3CCOCC3)s2)c(=O)[nH]c1=O	6	-9	-2	-2
31	O=C(c1cc(-c2cccnc2)nc2ccccc12)N1CCN(S(=O)(=O)c2cccs2)CC1	3	-2	13	12
33	CC1CCC(NC(=O)CNC(=O)c2cccs2)CC1 (stereo not given)	7	-18	-44	24
44	CCOC(=O)c1c(NC(=O)c2ccc(S(=O)(=O)N(C)CC3CCCO3)cc2)sc2c1CC(C)(C)NC2(C)C (stereo not given)	10	-11	5	0

nr	SIRT5 inh	Statin myotox sup	FN deposit inh
15	-1	-4	12
27	3	12	1
31	3	11	0
33	0	5	-12
44	-3	23	8

Later entries:
nr	compound	Casp6 inh	LGR2 antag	S100A4 inh HTS	esBAF inh
49	CC(C)(CO)NCC(O)Cn1cc(C=O)c2ccccc21 (stereo not given)	-2	·	-2	·
50	CN(C)S(=O)(=O)c1ccc(C(=O)Nc2nc(-c3cc4ccccc4o3)cs2)cc1	-2	5	-1	-6
51	C[C@H](CO)N1C[C@H](C)[C@@H](CN(C)Cc2ccc(-c3ccccc3)cc2)Oc2ccc(NC(=O)Cc3cn(C)c4ccccc34)cc2CC1=O	0	8	-8	-2
52	CN(C)c1ccc2c(c1)[C@@H]1C[C@@H](CC(=O)NCc3ccccn3)O[C@H](CO)[C@@H]1O2	4	0	13	0
53	C=C(C)CNC(=S)Nc1cccc2cnccc12	0	4	-2	·
54	C[C@H](CO)N1C[C@H](C)[C@@H](CN(C)S(=O)(=O)c2ccc(Cl)cc2)Oc2ccc(NC(=O)Nc3ccc4c(c3)OCO4)cc2C1=O	-5	0	2	3
55	CC1(C)CC(=O)c2c(nc(SCC(=O)Nc3nsc(-c4ccccc4)n3)c(C#N)c2-c2ccccc2)C1	·	19	·	20
56	C=CCN1Cc2ccccc2[C@H]2OC(c3ccc(OCCCO)cc3)=N[C@@]2(CCS(=O)(=O)c2ccccc2)C1=O	1	·	-34	·
57	O=C(O)c1ccc(N2C(=O)c3[nH]nc(-c4ccccc4)c3C2c2ccccc2)cc1 (stereo not given)	-2	4	3	·
58	O=C(CCc1nnc(Cc2ccc3c(c2)OCO3)o1)NCCc1ccccc1Cl	-2	4	-3	-8
59	COc1cc2c(cc1OC)CN(CC(=O)NC(=O)NCc1ccco1)CC2	19	·	-2	-3
60	O=C(NC1CCCC1)C(c1ccco1)N(C(=O)c1ccco1)c1ccccc1 (stereo not given)	1	1	-2	3

nr	SIRT5 inh	Statin myotox sup	FN deposit inh
49	1	·	-8
50	-2	1	-5
51	-2	102*	·
52	3	6	-1
53	-1	·	-5
54	1	·	3
55	·	20	·
56	2	·	·
57	-6	·	-4
58	1	6	16
59	-6	·	·
60	1	-34	5

In the list so far, 3 have a nitro group on carbon:
nr	compound	Casp6 inh	LGR2 antag	S100A4 inh HTS	esBAF inh
8	O=C1COc2cc(ccc2[N+](=O)[O-])Oc2ccc(cc2Cl)C(=O)CCCCO1	2	5	1	-2
11	Cc1cc([N+](=O)[O-])nn1Cc1ccc(C(=O)N/N=C/c2ccc(F)cc2)cc1	2	·	-3	·
37	CCOc1cc(/C=C\c2nc(O)c([N+](=O)[O-])c(=O)[nH]2)ccc1OC(C)C	1	3	-1	-4

nr	SIRT5 inh	Statin myotox sup	FN deposit inh
8	18*	0	-8
11	-2	·	-1
37	15	-4	-4

(further entries)
nr	compound	Casp6 inh	LGR2 antag	S100A4 inh HTS	esBAF inh
61	O=C1CCCC2=C1C(c1ccsc1)CC(=O)N2c1ccccc1F (stereo not given)	·	5	-6	-5
62	O=C(/C=C/c1cccc([N+](=O)[O-])c1)OCC(=O)c1ccccc1	-8	-56	-5	·
63	Cc1cccc(N(C(=O)c2cnc3n(c2=O)CCS3)C2CCCCC2)c1	5	-3	-1	-6
64	COc1cccc(NC(=O)Nc2ccc3c(c2)C(=O)N(C)C[C@H](OC)[C@H](C)CN(CC2CC2)[C@@H](C)CO3)c1	-1	-17	-4	13

nr	SIRT5 inh	Statin myotox sup	FN deposit inh
61	0	7	0
62	-1	·	1
63	-3	-2	·
64	2	2	0
